# All columns: NCI-60 one-dose screen, growth in % after 48 h at 10 µM unless noted; 100 = growth as untreated, 0 = no growth, -100 = all killed.
# CCRF-CEM: CCRF-CEM leukemia | actives 7% (n = 77,000) | AID 1794778
# EKVX: EKVX NSCLC. actives 3% (n = 71,000). AID 1794765
# SR: SR leukemia cells; AID 1794780; actives 8.7% (n = 73,000)
# HOP-62: HOP-62 NSCLC | AID 1794735 | actives 3.9% (n = 80,000)
# HOP-92: HOP-92 NSCLC cells. actives 6.3% (n = 71,000)
# A549/ATCC: A549/ATCC NSCLC. actives 3.7% (n = 81,000). AID 1794740
# RPMI-8226: RPMI-8226 leukemia cells; actives 7.5% (n = 77,000); AID 1794781
# MOLT-4: MOLT-4 leukemia cells; actives 6.9% (n = 80,000)
# * marks the source's active call; other numbers are inactive results; . = no result given; & = joins results of further samples; ! = not active in a repeat; [ ] = another dose, or the depositor's remark. How the source made its calls: active means growth percent below 10; inactive means the rest.
SMILES,CCRF-CEM,EKVX,SR,HOP-62,HOP-92,A549/ATCC,RPMI-8226,MOLT-4
C=C(C)[C@@H]1CC[C@]2(CO)CC[C@]3(C)[C@H](CC[C@@H]4[C@@]5(C)CCCNC(C)(C)[C@@H]5CC[C@]43C)[C@@H]12,12,63,-40*,79,82,45,-37*,4.4*
O=C(CCCCCCC(=O)Nc1ccc(C(=O)/C=C/c2cn(-c3ccccc3)nc2-c2ccc([N+](=O)[O-])cc2)cc1)NO,55,97,65,93,63,97,81,68
CC12CCCC(CC(=O)c3[nH]c4ccccc4c31)C2 (stereo not given),17,42,15,28,47,28,.,29
FCc1ncc(-c2ccc(C(F)(F)F)cc2)c(NC2CCCCCC2)n1,.,.,-18*[100 µM],31[100 µM],-32*[100 µM],7.6*[100 µM],4.2*[100 µM],-20*[100 µM]
CC(C(=O)c1ccccc1)C(=O)C(F)(F)F (stereo not given),86,103,108,94,102,91,96,101
O=C(Nc1ccccc1Cl)OCCN1CCOCC1,86,104,103,106,86,98,101,92
COc1cc(CCCO)c(OC)c2c1OCO2,110,103,.,94,102,99,113,109
O=C1/C(=C\c2cn(C(=O)c3ccc(Cl)cc3)c3ccccc23)c2ccccc2N1c1c(Cl)cccc1Cl,111,98,100,94,80,110,101,90
COc1ccc(NC(=S)N(CCC#N)C2CCCCC2)cc1,97,.,.,114,83,99,91,98
CCC[C@@H]1C[C@@H](C(=O)N[C@@H](C2O[C@H](SC)[C@H](O)[C@@H](O)[C@H]2O)[C@H](C)Cl)N(C)C1 (stereo not given in full),107,113,113,104,104,.,107,98
Cc1ccc(S(=O)(=O)Oc2ccc(-c3ccc4sccc4c3)cc2)cc1,96,92,90,104,97,92,92,91
Cc1cc(C)c(NC(=O)N(CCCl)N=O)cc1C,90,.,109,98,.,96,93,108
c1ccc2[nH]c(-c3ccc(C4NCCc5c4[nH]c4ccccc54)cc3)nc2c1 (stereo not given),103,103,119,89,82,83,97,107
COc1ccc(C2(SCCNCc3cc(N(C)C)ccn3)c3ccccc3C=Cc3ccccc32)cc1,8.5*,16,-29*,40,0.3*,21,-23*,8.2*
CNCCNc1nc2ccccc2c2c(=O)c3cc(OC)ccc3sc12,2.5*,59,5.2*,41,24,25,-17*,-29*
CN1CCN(c2ccncc2S(=O)(=O)N2CCCC2)CC1,104,.,93,100,66,96,103,102
COc1nccc2cc3c(=O)n4c(cc5cc(Cl)ncc54)c(=O)n3c12,86,.,97,90,99,103,92,97
CC(=O)N1c2ccccc2C=CC1C#N (stereo not given),100,.,88,84,.,104,99,94
O=C(O)CCC(=O)/C=C/c1ccc([N+](=O)[O-])cc1,95,101,96,96,.,108,108,96
O=c1[nH][n+](-c2ccc(Br)cc2)no1,55,61,.,75,84,48,57,42
O=C(Oc1cccc2cccnc12)c1ccccc1,102&24,107&91,44,106&99,110&91,103&100,113&83,80
COc1cc(/C=C/c2cc(/C=C/c3ccc(O)c(OC)c3)n(-c3ccccc3)n2)ccc1O,-5.1*,-39*,-14*,-68*,.,8.4*,-34*,-40*
COc1ccccc1NCc1ccc(CO)n1-c1ccc(C)cc1,86,99,.,88,80,100,86,.
O=C1Nc2ccccc2/C1=C/c1cn(CC(O)Cn2cc(/C=C3\C(=O)Nc4ccccc43)c3ccccc32)c2ccccc12 (stereo not given),-31*,-62*,-2.9*,.,-74*,-12*,-42*,-29*
Cc1oc(-c2ccccc2Cl)cc1C(=O)Nc1ccc(S(N)(=O)=O)cc1,96,92,101,105,107,105,.,96
Cn1cc(/C=C(\SS/C(=C/c2cn(C)c3cccc(C(=O)O)c23)C(=O)O)C(=O)O)c2c(C(=O)O)cccc21,100,100,132,106,90,100,106,104
CN(C)c1ccc2nc3ccc(=[N+](C)C)cc-3oc2c1,.,30,60,7.1*,56,31,46,4.8*
O=C1c2ccccc2C(=O)c2cc(S(=O)(=O)Cl)ccc21,92,104,97,108,112,108,94,93
Oc1cccc2ccc(N/N=C/c3cc(CN4CCOCC4)c(O)c4ncccc34)nc12,17,23,3.0*,7.1*,44,5.2*,16,9.3*
Cn1cc(-c2nc(N)nnc2-c2cncc(Br)c2)c2cc(Br)ccc21,76,100,90,104,88,82,74,70
CN(C)CN1C(=O)c2ccccc2C1=O,91,87,113,97,84,98,86,46
COc1ccc(-c2nnc(Nc3ccc(C)cc3)o2)cc1,96,.,97,100,.,100,100,90
Cc1ccc(-[n+]2noc([O-])c2C2=NN(c3ccccc3)C(c3ccccc3)C2)cc1 (stereo not given),88,.,95,92,77,105,99,99
CCC1C=Cc2ccccc21 (stereo not given),.,.,84,98,88,103,100,80
O=C1N/C(=N\c2ncn[nH]2)S/C1=C\c1cccs1,70,99,80,95,.,88,83,93
COC(=O)CCN(c1ccccc1)c1ccc(C)cc1,90,107,82,105,94,96,85,91
O=C(COc1ccc(-c2nc3ccccc3[nH]2)cc1)N=Nc1c(O)[nH]c2ccccc12,4.9*,.,1.1*,105,80,106,71,92
S=C(Nc1ccccc1)Nc1cccc2ccccc12,106,.,101,110,78,99,94,107
COc1ccc(Cc2nnc3sc(SCC(=O)Nc4ccc(Cl)cc4)nn23)cc1,91,.,93,96,80,102,93,99
O=C(O)c1ccc(-c2ccc(/C=N/NC(=O)c3[nH]c4ccc(Br)cc4c3-c3ccccc3)s2)cc1O,26,102,.,90,47,110,95,40
c1ccc2c(c1)ncn2-c1nc2ccccc2n2c1nc1ccccc12,81,62,.,50,88,82,82,80
O=C(NNc1nc(N2CCCC2)nc(N2CCCC2)n1)c1ccccc1,103,102,71,101,83,104,106,68
CCCCC(=O)O[C@]1(C(=O)CO)CCC2C3CCC4=CC(=O)CC[C@]4(C)C3[C@@H](O)C[C@@]21C (stereo not given in full),45,59,97,107,88,63,45,85
CCOC(=O)c1c(C)[nH]c(C(C)=O)c1C,91,61,80,91,77,93,96,88
CCOC(=O)C1C(=O)C=C(c2ccccc2)CC1c1ccccc1 (stereo not given),91,106,79,111,81,92,87,93
O=C(CSc1nc2c(c(=O)[nH]1)CCCC2)NNC(=O)c1ccc(Cl)cc1,99,78,94,98,113,103,100,106
c1ccc2cc(-c3n(Cc4ccc5ccccc5n4)c4ccccc4[n+]3Cc3ccc4ccccc4n3)ccc2c1,8.5*,4.2*,-24*,-7.0*,-32*,6.2*,.,-33*
Cc1ccc(C(=O)CCC(=O)O)cc1,108,111,114,103,86,99,113,99
O=C(O)c1ccccc1N=Cc1ccccc1,89,101,96,100,90,102,101,95
O=C(Nc1ccncc1)C(=O)c1cn(S(=O)(=O)c2ccc(Br)cc2)c2ccccc12,.,45,26,45,49,76,35,44
CC(C)C(NC(=O)CNC(=O)CN)C(=O)O (stereo not given),106,93,102,102,90,113,110,104
O=C(NO)c1ccc(O)cc1,101,129,108,95,110,103,93,92
COc1ccc(CN2CCc3c(nc(N)nc3Sc3ccccc3)C2)c(OC)c1,.,115,77,105,74,93,94,101
CCc1c(Nc2ccc(Cl)c(Cl)c2)[nH]c(N)nc1=S,98,75,87,96,79,90,113,83
Nc1ccn([C@H]2CC[C@@H](CO)O2)c(=O)n1,78,118,94,.,112,104,103,54
O=C(Cc1ccccc1)NCCO,101,107,103,99,.,95,106,131
CC(=O)[C@H]1CC[C@H]2[C@@H]3CCC4=CC(=O)C=C[C@]4(C)[C@H]3C(=O)C[C@]12C,92,99,103,104,.,105,95,90
COc1cc(-c2nc(-c3ccccc3)[nH]c2-c2ccnc(NCCCNS(=O)(=O)c3ccc(C(F)(F)F)cc3)n2)ccc1Cl,6.6*!,45&30,9.3*!,55&88,49&41,29&31,32&12,-4.1*!
Cc1ccc(S(=O)(=O)NNC(=O)Cn2c(=O)sc3ccccc32)cc1,104,102,109,106,106,110,107,108
NC1NNC(=S)S1 (stereo not given),97,111,91,92,99,92,109,100

# An excerpt from above in order of molecular weight, lowest first:
SMILES,CCRF-CEM,EKVX,SR,HOP-62,HOP-92,A549/ATCC,RPMI-8226,MOLT-4
Nc1ccn([C@H]2CC[C@@H](CO)O2)c(=O)n1,78,118,94,.,112,104,103,54
O=C(O)c1ccccc1N=Cc1ccccc1,89,101,96,100,90,102,101,95
CC(C)C(NC(=O)CNC(=O)CN)C(=O)O (stereo not given),106,93,102,102,90,113,110,104
COc1ccc(CN2CCc3c(nc(N)nc3Sc3ccccc3)C2)c(OC)c1,.,115,77,105,74,93,94,101
O=C(Nc1ccncc1)C(=O)c1cn(S(=O)(=O)c2ccc(Br)cc2)c2ccccc12,.,45,26,45,49,76,35,44

# (cont.)
SMILES,CCRF-CEM,EKVX,SR,HOP-62,HOP-92,A549/ATCC,RPMI-8226,MOLT-4
O=Cc1cc2ccccc2nc1Oc1ccc(C(F)(F)F)cc1,7.0*,82,24,81,53,98,33,61
CC1(C)CC2C3=CCC4[C@@]5(C)CCC(=O)C(C)(C)C5CC[C@@]4(C)[C@]3(C)CC[C@@]2(C(=O)O)[C@H](O)C1 (stereo not given in full),93,97,90,96,90,92,.,89
O=C(CCCCNC(=O)c1cc(=O)c(O)co1)Nc1ccccc1,6.3*,96,14,118,59,104,50,20
COc1ccc(C(=O)/C=C/c2cn(-c3ccccc3)nc2-c2ccc(OCc3ccccc3)cc2)cc1,92,78,77,97,74,80,77,71
Cc1ccc(S(=O)(=O)N/N=C/c2cn(-c3ccccc3)nc2-c2ccc(S(C)(=O)=O)cc2)cc1,74,100,69,99,69,92,88,73
N#Cc1c(-c2ccc(Cl)cc2)n2c(nc1=O)NNCC2=O,88,94,110,132,92,.,111,104
Cc1ccc(CNc2c3ccccc3nc3cc(NC(=O)CCN4CCCC4)ccc23)cc1,-31*,39,-49*,20,-0.4*,-37*,-45*,-34*
O=c1c2ccccc2c2ccccc2c(=O)n1Nc1ccccc1,91,93,110,94,89,86,91,92
COc1ccc(/C(=C\c2ccc3c(c2)OCO3)C(=O)Nc2nc3ccc(F)cc3s2)cc1,89,96,80,94,103,89,88,70
COc1ccc(-n2nc(C(=O)N/N=C\c3ccc(F)cc3)cc2-c2ccc(Cl)cc2)cc1,81,82,.,82,63,90,87,83
OCCN(CCO)c1ccccc1CO,96,108,89,104,85,100,100,91
Fc1ccc(-c2cnc3nonc3n2)c(F)c1,46,108,74,94,.,109,.,78
O=C(Nc1sc2c(c1C(=O)O)CCCC2)c1ccccc1,88,98,113,109,74,110,101,98
COc1ccc(/C=C/C=C\C(=O)c2ccc(N3CCCCC3)cc2)cc1,96,104,104,107,100,91,102,77
CN(C)C/C=C/C(=O)Nc1cc2c(Nc3cccc(Cl)c3F)ncnc2cc1OCCOC(F)F,63,19,52,39,-29*,25,59,39
CS(=O)(=O)c1ccc(/C(=N/NC(N)=S)c2ccc(Cl)cc2)cc1,98,87,61,104,91,100,87,75

# 3 of these compounds, set out differently:
Compound: O=C(NNc1nc(N2CCCC2)nc(N2CCCC2)n1)c1ccccc1
- CCRF-CEM = 103
- EKVX = 102
- SR = 71
- HOP-62 = 101
- HOP-92 = 83
- A549/ATCC = 104
- RPMI-8226 = 106
- MOLT-4 = 68
Compound: COc1ccc(NC(=S)N(CCC#N)C2CCCCC2)cc1
- CCRF-CEM = 97
- EKVX = .
- SR = .
- HOP-62 = 114
- HOP-92 = 83
- A549/ATCC = 99
- RPMI-8226 = 91
- MOLT-4 = 98
Compound: Cn1cc(-c2nc(N)nnc2-c2cncc(Br)c2)c2cc(Br)ccc21
- CCRF-CEM = 76
- EKVX = 100
- SR = 90
- HOP-62 = 104
- HOP-92 = 88
- A549/ATCC = 82
- RPMI-8226 = 74
- MOLT-4 = 70

# Compound activity: PubChem BioAssay, NCI
